Bioassay records (PubChem BioAssay)
MsrA inh: bovine MsrA inhibition; purified bovine MsrA, absorbance read-out; 0.75% of 360,000 active; AID 651718; inhibition, % at 15.5 µM; in the data active = inhibition above about 4.5%;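 note: 0% = vehicle wells with enzyme and 100% = reference inhibitor wells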
Rin1-Abl PPI inh: human Rin1-Abl interaction inhibition | P00519+Q13671 | TR-FRET Rin1/Abl binding, biochemical | inhibition, % at 7.35 µM | 0.4% of 360,000 active; in the data active = inhibition above about 5%, passing the limit was not always enough
eLon inh: inhibits E. coli Lon protease | P0A9M0 | purified E. coli Lon protease, fluorescence polarization | inhibition, % at 7.94 µM | 0.42% of 360,000 active; in the data active = inhibition above about 13%, passing the limit was not always enough;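 note: 0% = enzyme with probe and DMSO and 100% = no enzyme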
MsrA act: bovine methionine sulfoxide reductase A activation; purified bovine MsrA, absorbance read-out; activation, % at 10.6 µM; 0.3% of 360,000 active; AID 602163; in the data active = activation above about 7.5%;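 note: 0% = vehicle and 100% = reference activator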
CendR NRP1 mod: modulators of CendR peptide binding to human neuropilin-1 | O14786 | inhibition, % at 25 µM | FAM-RPARPAR peptide binding to NRP-1, fluorescence polarization | 0.85% of 360,000 active;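 active = inhibition or corrected inhibition above about 18%, plus a signal ratio from 0.5 to 1.5, limit read from the data, passing the limit was not always enough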; note: strong numbers were not always called active
SKN-1 block: blocks SKN-1 activity in C. elegans; C. elegans VP596 Pgst-4::GFP/RFP ratio, acrylamide-induced, 24 h; AID 624304; inhibition, % at 21.8 µM; 0.49% of 360,000 active;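 active = interference check ratio from 0.5 to 1.5 plus GFP to RFP signal ratio inhibition reaching or exceeding a fixed threshold, cut at about 30% in these data, passing the limit was not always enough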; note: some compounds called inactive have numbers as strong as hits
MT1-MMP act inh: blocks activation of human MT1-MMP; GFP/RFP ratio change, % at 20 µM; P50281; HT1080 RFP-PRO-GFP cells, GFP/RFP ratio fluorescence, overnight; percent of plate control window, DMSO zero; 0.061% of 360,000 active;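 active = GFP/RFP ratio change of at least 30% with cell ATP level not reduced by more than half and red fluorescence within 50% of control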; note: strong numbers were not always called active
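Assay system: HT1080 cells carrying an RFP-PRO-GFP reporter | Dosing: Single dose of 20 µM compound, 1% DMSO final | Incubation: Cells overnight before dosing, compound overnight, 37 °C, 5% CO2 | Evaluation: GFP/RFP fluorescence ratio | Control set: DMSO and RFP-L50D-GFP cell wells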
FAS TE block: blocks the thioesterase domain of human fatty acid synthase | P49327 | recombinant FAS-TE, OMFH fluorogenic substrate, fluorescence endpoint | inhibition, % at 15 µM | 0.67% of 360,000 active;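 active = compounds whose normalised, plate-corrected inhibition of enzyme fluorescence in the single-dose primary screen is 50% or more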;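 note: 0% = DMSO with enzyme and 100% = substrate without enzyme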
Target sequence (P49327 whole entry, looked up, the tested form may be a part): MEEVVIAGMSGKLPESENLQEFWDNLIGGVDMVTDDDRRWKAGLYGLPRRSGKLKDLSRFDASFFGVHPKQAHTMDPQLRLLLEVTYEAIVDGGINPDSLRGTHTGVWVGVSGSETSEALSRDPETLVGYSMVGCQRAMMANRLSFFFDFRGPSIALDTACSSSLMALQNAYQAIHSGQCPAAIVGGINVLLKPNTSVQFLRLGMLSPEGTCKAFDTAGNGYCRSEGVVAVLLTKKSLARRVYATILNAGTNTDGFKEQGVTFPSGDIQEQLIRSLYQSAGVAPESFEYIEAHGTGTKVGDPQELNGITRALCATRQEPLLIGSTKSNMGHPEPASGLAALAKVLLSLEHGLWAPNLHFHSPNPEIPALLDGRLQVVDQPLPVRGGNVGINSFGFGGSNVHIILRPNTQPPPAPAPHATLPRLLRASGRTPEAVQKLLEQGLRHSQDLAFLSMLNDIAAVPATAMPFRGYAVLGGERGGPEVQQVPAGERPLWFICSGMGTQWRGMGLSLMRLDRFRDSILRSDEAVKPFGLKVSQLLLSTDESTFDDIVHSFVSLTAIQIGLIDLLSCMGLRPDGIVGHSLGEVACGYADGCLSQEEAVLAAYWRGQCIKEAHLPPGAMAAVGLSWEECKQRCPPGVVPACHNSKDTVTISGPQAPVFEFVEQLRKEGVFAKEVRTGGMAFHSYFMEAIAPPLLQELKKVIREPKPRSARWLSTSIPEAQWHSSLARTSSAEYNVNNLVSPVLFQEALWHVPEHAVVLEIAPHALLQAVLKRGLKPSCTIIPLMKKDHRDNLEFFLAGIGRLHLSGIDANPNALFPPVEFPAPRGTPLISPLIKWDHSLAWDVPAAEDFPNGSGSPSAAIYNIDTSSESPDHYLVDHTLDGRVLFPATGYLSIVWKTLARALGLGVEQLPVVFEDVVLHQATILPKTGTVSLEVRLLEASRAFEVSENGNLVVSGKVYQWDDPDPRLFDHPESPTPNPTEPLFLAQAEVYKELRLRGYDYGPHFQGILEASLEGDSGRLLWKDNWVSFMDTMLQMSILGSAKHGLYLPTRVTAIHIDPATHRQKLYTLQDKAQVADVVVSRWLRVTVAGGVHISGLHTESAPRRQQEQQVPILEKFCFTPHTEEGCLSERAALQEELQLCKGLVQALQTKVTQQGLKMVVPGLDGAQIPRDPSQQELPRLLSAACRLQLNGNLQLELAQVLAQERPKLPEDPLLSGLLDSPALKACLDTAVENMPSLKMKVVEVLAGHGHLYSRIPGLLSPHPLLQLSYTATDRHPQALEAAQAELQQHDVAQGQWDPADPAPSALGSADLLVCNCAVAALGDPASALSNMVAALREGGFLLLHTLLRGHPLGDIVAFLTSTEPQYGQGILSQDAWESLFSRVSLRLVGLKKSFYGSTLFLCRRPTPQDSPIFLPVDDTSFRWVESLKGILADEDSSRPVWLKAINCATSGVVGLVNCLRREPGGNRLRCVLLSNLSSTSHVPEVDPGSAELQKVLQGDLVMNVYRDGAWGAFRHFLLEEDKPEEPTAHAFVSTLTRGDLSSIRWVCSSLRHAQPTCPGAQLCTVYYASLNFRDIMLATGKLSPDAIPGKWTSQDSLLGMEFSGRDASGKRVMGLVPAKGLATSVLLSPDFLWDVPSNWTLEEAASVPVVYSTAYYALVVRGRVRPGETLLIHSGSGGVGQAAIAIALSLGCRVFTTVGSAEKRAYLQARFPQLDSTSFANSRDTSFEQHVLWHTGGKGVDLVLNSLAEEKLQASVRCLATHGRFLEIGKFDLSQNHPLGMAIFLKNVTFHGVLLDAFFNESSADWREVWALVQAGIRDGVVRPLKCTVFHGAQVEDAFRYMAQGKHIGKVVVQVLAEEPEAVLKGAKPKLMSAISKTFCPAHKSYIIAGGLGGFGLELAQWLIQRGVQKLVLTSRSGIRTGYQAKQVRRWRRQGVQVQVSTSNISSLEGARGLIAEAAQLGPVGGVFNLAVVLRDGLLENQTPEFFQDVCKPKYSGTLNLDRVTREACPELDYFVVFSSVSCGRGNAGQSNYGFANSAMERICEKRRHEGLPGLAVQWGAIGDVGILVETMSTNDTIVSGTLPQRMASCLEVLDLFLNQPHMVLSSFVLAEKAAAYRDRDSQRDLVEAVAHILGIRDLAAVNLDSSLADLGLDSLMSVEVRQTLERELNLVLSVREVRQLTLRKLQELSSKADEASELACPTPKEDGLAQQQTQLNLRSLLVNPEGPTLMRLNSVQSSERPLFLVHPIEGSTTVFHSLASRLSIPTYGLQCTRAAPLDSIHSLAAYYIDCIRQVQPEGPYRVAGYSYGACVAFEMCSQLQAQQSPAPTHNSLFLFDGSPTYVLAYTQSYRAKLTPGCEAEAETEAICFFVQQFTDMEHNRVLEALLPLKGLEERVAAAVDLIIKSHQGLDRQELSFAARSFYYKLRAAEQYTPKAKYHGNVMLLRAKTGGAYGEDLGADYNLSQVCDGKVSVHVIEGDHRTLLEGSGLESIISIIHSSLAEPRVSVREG
Neddyl block: blocks human cullin neddylation | P61081+Q13564 | calls only at 25 µM | TR-FRET cullin neddylation, biochemical | 0.58% of 360,000 active | AID 651699; in the data active = inhibition above about 36%
* hit, by the source's call; i = inactive; / = not tested or not shown; + = active, no number.

no.	structure	eLon inh	FAS TE block	MsrA act	CendR NRP1 mod	MT1-MMP act inh
1	COC(=O)C1=NN(c2ccc(C)cc2)C2(S1)SC(C(C)=O)=C(C)N2c1ccccc1 (configuration not stated)	-5	36	-4	2	-8
2	NS(=O)(=O)c1ccc(NC(=S)NC2CCCCCC2)cc1	-9	-6	-9	4	2
3	CN1/C(=C/C(=O)c2cccs2)Sc2ccccc21	0	-1	3	0	10
4	CCOC(=O)c1ccc(N2C(=O)CC(N(Cc3ccc4c(c3)OCO4)C(=O)Nc3ccccc3)C2=O)cc1 (configuration not stated)	-1	14	-3	-4	4
5	c1coc(-c2nc3nc4ccccc4nc3n2-c2ccc3c(c2)OCCO3)c1	-2	-6	-13	-1	-1
6	Cc1ccc(-c2nc(CS(=O)(=O)CC(=O)NCCCN(Cc3ccccc3)C(C)C)c(C)o2)cc1	-4	-3	-2	-1	2
7	O=C(O)CN1C(=O)/C(=C\c2ccccc2OCc2ccc(F)cc2)SC1=S	3	5	-10	-30	-3
8	Cc1ccc(C)c(N2CCN(C(=O)CCNC(=O)Cn3ccc4ccccc4c3=O)CC2)c1	-2	-1	-2	-5	1
9	Cc1ccc(S(=O)(=O)N2[C@@H](c3ccc(C(C)(C)C)cc3)C(C(=O)O)=CC[C@H]2c2ccc(C(C)C)cc2)cc1	1	76*	-8	-87	-8
10	Cc1cccc(C(=O)Nc2ccc(C(=O)c3ccncc3)cc2)c1	-6	-3	-3	6	5
11	CCN(CC(=O)NCc1ccc(F)cc1)C(=O)/C=C/c1ccc(OC)cc1	0	-1	-1	2	1
12	COc1ccc(C(=O)O)cc1S(=O)(=O)Nc1ccccc1Cc1ccccc1	-1	0	1	4	-2
13	O=C(CSc1nnc(Nc2ccccc2F)s1)NC1CC1	-10	-8	-1	2	0
14	Cc1ccc(Sc2ncccc2C(=O)NCC(c2ccc(F)cc2)N2CCOCC2)c(C)c1 (configuration not stated)	-16	0	-8	-17	-3
15	O=C(O)c1ccccc1NS(=O)(=O)c1ccc2c(c1)OCCO2	-11	-5	-2	-4	0

no.	SKN-1 block	MsrA inh	Neddyl block	Rin1-Abl PPI inh
1	-28	-0.5	i	-5
2	8	0.2	i	2
3	13	0.0	i	-7
4	18	0.0	i	-4
5	-21	0.7	i	-2
6	16	0.0	i	0
7	-8	1.8	i	0
8	15	0.1	i	-2
9	-4	0.4	i	4
10	6	1.4	i	-3
11	13	2.1	i	1
12	0	-0.8	i	1
13	7	-0.9	i	1
14	-9	1.7	i	1
15	-1	0.5	+	-4

Additional results
no.	structure	eLon inh	FAS TE block	MsrA act	CendR NRP1 mod	MT1-MMP act inh
16	O=C(c1ccc(=O)n(Cc2ccccc2)n1)N1CCN(C/C=C/c2ccccc2)CC1	-4	14	1	-7	0
17	Nc1ccc(-n2c(N)c(C(=O)NCc3ccc4c(c3)OCO4)c3nc4ccccc4nc32)cc1	6	17	-13	-2	-22
18	CC1CCN(C(=O)CN2C(=O)NC(C)(c3ccc4ccccc4c3)C2=O)CC1 (configuration not stated)	5	-2	-2	3	2
19	Cc1ccc(Cl)c(OCC(=O)NCc2ccco2)c1	1	-2	0	-6	-6
20	Cn1c(=O)c(-c2ccccc2N)nc2ccccc21	-8	-6	-2	-7	-2
21	O=C(CCc1ccccc1)NC(NC(=S)Nc1ccc(Cl)cc1)C(Cl)(Cl)Cl (configuration not stated)	-4	7	-3	7	-2
22	COc1ccc(C(=O)N/N=C/c2ccc3cccc(O)c3n2)cc1	-3	-1	-2	-6	5
23	Cc1ccc(S(=O)(=O)NC(=NC2CCCCC2)c2ccc(Cl)cc2)cc1	-7	-7	-3	21*	-3
24	COC(=O)COc1ccc(C2Nc3c(Cl)ccc(C(=O)O)c3C3C=CCC32)cc1 (configuration not stated)	3	-6	-6	-23	-4
25	NC(=O)C1CCN(c2nc(-c3ccccc3N)cs2)CC1	-5	-13	0	24*	2
26	CC1CCCCC1NC(=O)c1ccc2c(c1)OCCO2 (configuration not stated)	-15	-2	1	8	1
27	O=C(C1CCCCC1)N1CCCc2ccccc21	-3	-4	-2	10	-5
28	CCOc1ccc(OCCOc2ccc(/C=C/C(=O)O)cc2OCC)cc1	-4	-4	-4	6	2
29	COc1c(Cl)cc(Cl)cc1C(=O)Nc1ccc(CN2CCOCC2)cc1	3	-1	-1	-2	-1
30	COc1ccc(Nc2nc(N)nc(CCl)n2)cc1	1	-5	-5	0	-3

no.	SKN-1 block	MsrA inh	Neddyl block	Rin1-Abl PPI inh
16	-13	0.1	i	2
17	2	2.6	i	5
18	14	1.1	i	-2
19	12	-0.5	i	-2
20	3	2.2	i	-4
21	25	-1.1	i	-3
22	1	2.9	i	2
23	9	/	i	4
24	14	3.2	i	-1
25	9	0.3	i	1
26	-4	-1.0	i	2
27	9	0.4	i	3
28	-3	0.5	i	2
29	21	-0.5	i	2
30	11	1.2	i	-2

A few values from the results shown:
Rin1-Abl PPI inh with `CCOc1ccc(OCCOc2ccc(/C=C/C(=O)O)cc2OCC)cc1` stands at 2
CendR NRP1 mod with `COc1c(Cl)cc(Cl)cc1C(=O)Nc1ccc(CN2CCOCC2)cc1` stands at -2
Rin1-Abl PPI inh with `COc1ccc(C(=O)N/N=C/c2ccc3cccc(O)c3n2)cc1` stands at 2
CendR NRP1 mod with `Cc1ccc(S(=O)(=O)NC(=NC2CCCCC2)c2ccc(Cl)cc2)cc1` stands at 21*
Rin1-Abl PPI inh with `NC(=O)C1CCN(c2nc(-c3ccccc3N)cs2)CC1` stands at 1
MsrA inh with `Cc1ccc(Cl)c(OCC(=O)NCc2ccco2)c1` stands at -0.5

The list continues:
no.	structure	eLon inh	FAS TE block	MsrA act	CendR NRP1 mod	MT1-MMP act inh
31	Cn1c(=O)c(=O)n(C)c2cc(N3CCCCC3)c(NS(=O)(=O)c3ccc(Br)cc3)cc21	5	-14	-9	-3	-3
32	COc1ccc(CC(=O)O/N=C(\N)Cc2ccc([N+](=O)[O-])cc2)cc1	-3	10	-1	0	2
33	S=C(Nc1cccc(Cl)c1Cl)Nn1cnnc1	6	-14	-5	11	-3
34	COc1ccc(-n2c(SCC(=O)N(C)C3CCS(=O)(=O)C3)nc3ccc(O)cc3c2=O)cc1OC (configuration not stated)	-18	-10	2	4	-2
35	CCCc1cc(C(=O)NNC(=S)NCc2ccccc2)cs1	-2	-6	-1	3	0
36	Cc1ccc(CN2CCN(Cc3cnc(N4CCOCC4)s3)CC2CCO)o1 (configuration not stated)	3	-18	6	6	0
37	O=C1CCCCCC(=O)[C@H](O)C[C@H](c2ccccc2)O1	-4	-4	-2	-3	2
38	Cc1n[nH]c(=O)c2c(NC(=O)CSc3nnc(-c4ccncc4)n3C)oc(C)c12	-4	-7	-3	1	2
39	Cc1ccc(N(CC(=O)N2CCc3ccccc32)S(=O)(=O)c2cccs2)cc1	-7	23	-1	-3	-6
40	CCCc1nnc(SCC(=O)Nc2ccccc2Cl)n1CC1CCCO1 (configuration not stated)	-1	-3	-13	-6	0
41	O=C(CNC(=O)C1CCCCC1)Nc1ccccc1Cl	15	-8	-2	0	5
42	Cn1c(SCc2ccc([N+](=O)[O-])cc2)nnc1-c1ccncc1	5	-2	-2	7	0
43	NC(=O)C1CCN(Cc2cccc(OCc3ccccc3)c2)CC1	4	-1	-6	1	2
44	COc1cccc(CN2CCc3[nH]c(=S)[nH]c(=O)c3C2)c1	-1	-1	-1	3	-5
45	CCOC(=O)COc1ccc2c(c1)C(=O)CC1(CCCCC1)O2	-6	7	-15	8	9

no.	SKN-1 block	MsrA inh	Neddyl block	Rin1-Abl PPI inh
31	-7	2.3	i	-2
32	-9	-1.1	i	-1
33	-15	0.8	i	0
34	9	1.4	i	2
35	17	2.8	i	-3
36	-1	0.7	i	0
37	18	1.6	i	/
38	-4	1.0	i	-3
39	10	0.4	i	3
40	-3	-1.2	i	5
41	-3	-0.2	i	0
42	11	-0.1	i	1
43	5	1.4	i	2
44	-1	0.4	i	6
45	-8	0.5	/	-1

Some of the entries so far, as tab-separated lines.
cpd	mol	eLon inh	FAS TE block	MsrA act	CendR NRP1 mod	MT1-MMP act inh	SKN-1 block	MsrA inh	Neddyl block	Rin1-Abl PPI inh
40	CCCc1nnc(SCC(=O)Nc2ccccc2Cl)n1CC1CCCO1 (configuration not stated)	-1	-3	-13	-6	0	-3	-1.2	i	5
35	CCCc1cc(C(=O)NNC(=S)NCc2ccccc2)cs1	-2	-6	-1	3	0	17	2.8	i	-3

(continued)
no.	structure	eLon inh	FAS TE block	MsrA act	CendR NRP1 mod	MT1-MMP act inh
46	Cc1cc(-c2nnc(SCC(=O)Nc3cccc(C)c3C)n2N)n[nH]1	0	-9	5	-2	3
47	CCCc1cc(C(=O)Nc2cccc(C(C)=O)c2)no1	-3	0	1	-10	1
48	CCN1CCN(S(=O)(=O)Cc2ccccc2)CC1	3	-8	-3	6	3
49	CCOc1ccc(Br)cc1S(=O)(=O)Nc1ccc(NC(=O)c2ccccc2F)cc1	-22	20	-5	-22	4
50	CCOC(=O)c1ccc(NS(=O)(=O)c2ccc(SC)cc2)cc1	1	8	-1	6	9
51	COc1cc2oc(=O)cc(-c3ccc(-c4ccc(C#N)cc4)cc3)c2c(OC)c1OC	-2	27	-10	-6	5
52	CCCCn1c(N)c(N(CCOC)C(=O)C2CCCN(C(=O)c3ccc(Cl)cc3)C2)c(=O)[nH]c1=O (configuration not stated)	-7	-4	-4	-2	0
53	O=C(CSc1nnc(-c2ccccc2)o1)N1CCCC1	-5	-1	-2	1	-3
54	NCCc1nnc(SCC(=O)c2ccc(Cl)cc2)o1	3	-8	-3	4	0
55	O=C(Nc1ccccc1Cl)c1ccccc1Cc1ccccc1	-3	23	-2	2	-2
56	Cc1ccc(C(=O)Nc2nnc(-c3ccco3)o2)cc1	0	-12	-15	2	/
57	Fc1ccc(Nc2nnc(C(F)(F)F)s2)cc1Cl	18	0	-3	-1	-11
58	O=c1oc(C2(O)CCCCC2)cc2ccc(Br)cc12	-7	-6	-6	1	2
59	O=[N+]([O-])c1ccccc1S(=O)(=O)N/C(=N/S(=O)(=O)c1ccccc1)c1ccccc1	10	-5	-6	-7	-2
60	CC(=O)C1=C(C)NC(SCC(N)=O)=C(C#N)C1c1cccnc1 (configuration not stated)	0	-6	-2	-7	-6

no.	SKN-1 block	MsrA inh	Neddyl block	Rin1-Abl PPI inh
46	18	-0.9	i	-6
47	2	0.4	i	-2
48	10	-0.3	i	2
49	8	-0.1	i	2
50	22	0.8	i	-5
51	8	0.5	i	4
52	-2	-0.3	i	1
53	19	-1.0	i	-1
54	1	-0.5	i	0
55	2	-1.1	i	-2
56	-19	1.0	i	2
57	12	0.9	i	-2
58	-4	1.0	i	1
59	2	-0.4	i	2
60	11	0.7	i	-4

Records listed so far that bear a hit mark in CendR NRP1 mod:
| No. | SMILES | eLon inh | MsrA act | CendR NRP1 mod | MT1-MMP act inh | SKN-1 block | MsrA inh | Neddyl block | Rin1-Abl PPI inh |
| --- | --- | --- | --- | --- | --- | --- | --- | --- | --- |
| 23 | Cc1ccc(S(=O)(=O)NC(=NC2CCCCC2)c2ccc(Cl)cc2)cc1 | -7 | -3 | 21* | -3 | 9 | / | i | 4 |
| 25 | NC(=O)C1CCN(c2nc(-c3ccccc3N)cs2)CC1 | -5 | 0 | 24* | 2 | 9 | 0.3 | i | 1 |

Other results
no.	structure	eLon inh	FAS TE block	MsrA act	CendR NRP1 mod	MT1-MMP act inh
61	COc1ccc(Cl)cc1NC(=O)CN(C)C(=O)CN1C(=O)NC(C)(c2ccc3ccccc3c2)C1=O (configuration not stated)	5	22	1	16	9
62	CC(CC(=O)NCc1ccc(F)cc1)c1ccccc1 (configuration not stated)	-11	-2	-1	10	-2
63	COc1ccc(/C=C(/C#N)S(=O)(=O)c2ccc(C)cc2)cc1	0	-4	-1	14	-2
64	Cc1ccccc1N(CC(=O)Nc1ccc(S(=O)(=O)N2CCOCC2)cc1)S(C)(=O)=O	4	0	-2	1	2

no.	SKN-1 block	MsrA inh	Neddyl block	Rin1-Abl PPI inh
61	2	0.1	i	1
62	6	0.3	i	1
63	-8	-0.1	i	6
64	1	-0.6	i	1
